b-catenin transl = beta-catenin nuclear translocation modulation. HeLa beta-catenin nuclear translocation, immunofluorescence imaging. nuclear translocation activity, % at 5 µM. 190,000 compounds, 0.3% hits. AID 1665;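 active = nuclear translocation activity above 50% at 5 µM, with a well cell count of 50 or more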;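 note: per-cell ratio of nuclear to cytoplasmic median beta-catenin stain intensity; plate controls were DMSO negative control for no effect and GSK-3 inhibitor IX positive control for full effect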
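assay system = human HeLa cells, endogenous beta-catenin | times = compound treatment 24 h, 37°C, 5% CO2 | detection = Anti-beta-catenin immunofluorescence on PFA-fixed, Triton-permeabilized cells, DAPI nuclei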
Myeloid diff 2 = promotes myeloid progenitor differentiation; ER-HoxA9 myeloid progenitors, lysozyme-GFP differentiation, flow cytometry; calls only at 10 µM; 360,000 compounds, 1% hits; AID 624256;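 active = normalized GFP-positive differentiation at or above the plate's own cutoff, the solvent-only control mean plus 3 SD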;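 note: cells exposed to compound for four days before flow analysis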
T cell HTS = T cell immune modulators affecting CD8 T cell-vesicle binding; 2C CD8+ T cell-vesicle binding, flow cytometry; active compounds read low; calls only at 7 µM; 330,000 compounds, 0.068% hits; AID 2052;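 active = response, share of CD8 T cells binding vesicles, and their 90th percentile fluorescence all below set limits, cut at about 80% in these data, passing the limit was not always enough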
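Material: 2C TCR transgenic mouse naive CD8+ T cells, MACS-purified. Also added: QL9-charged Drosophila Ld/ICAM-1/B7-1 vesicles. Timing: binding 1.5 h at 37 °C. Measured by: high-throughput flow cytometry with anti-B7-1 and anti-CD8 staining. Read-out: percent CD8+ FL2 mean versus row control. Controls: Unloaded micro-vesicles (low), QL9 vesicles with 0.7% DMSO (high).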
Dynein cargo inh = blocks dynein driven cargo transport along microtubules; z-score, hits read low; 220,000 compounds, 0.47% hits; 3617.4 mouse cells, GR-EGFP nuclear translocation imaging; test concentration mostly 20 µM; stimulated with dexamethasone, 1 µM; active compounds read low; AID 1381;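 active = plate z-score of nuclear minus cytoplasmic receptor signal below a set negative limit, without overly bright fluorescence or cell loss, cut at about -3.5 in these data, passing the limit was not always enough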;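 note: z-score of nuclear minus cytoplasmic ring GR-EGFP intensity difference per well; some compounds called inactive have numbers as strong as hits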
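Medium: Induction medium lacking tetracycline, stripped serum | Probe or stimulus: 1.0 µM final dexamethasone stimulus | Schedule: 48 h induction, then 1 h compound, then 30 min agonist, 37 °C | Signal: Automated 10x imaging of fixed Hoechst-stained cells | Evaluation: Per-cell GR-EGFP intensity, nucleus versus surrounding cytoplasmic ring, well-averaged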
TNAP activation fold = human TNAP enzyme activators, primary screen, biochemical, luminescent, no phosphate acceptor, uHTS (AID 1001). 200,000 compounds, 0.03% hits. activation fold at 20 µM; hits with a dose series show EC50 in µM. purified TNAP, luminescent activation assay, no phosphate acceptor; higher activation fold means a stronger effect; in the data active = activation fold from about 3, or a potency from the dose series; inactive = the rest, 99 in 100 with activation fold below about 1.6; note: many of its hits are not listed in these tables
Lipid droplet = hepatic lipid droplet formation modulation | AML12 mouse hepatocytes, oleate lipid droplets, BODIPY imaging | inhibition, % at 6.5 µM | 240,000 compounds, 0.4% hits;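 active = lipid droplet intensity inhibited by at least 50%, with more than 500 cells counted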
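Test system: AML12 hepatocytes (mouse); reagent: oleate loading, 100 µM; dosing: one dose, 6.5 µM compound; incubation: overnight exposure; signal: fluorescence imaging, 20x objective, two fields per well; read-out basis: % inhibition of corrected integrated BODIPY droplet signal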
Ins promoter up = MIN6 insulin promoter up-regulation; MIN6 insulin promoter-GFP reporter, high-content imaging; active compounds read high; z-score at 5 µM; 190,000 compounds, 0.3% hits; AID 1625;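 active = z-score above 3 at 5 µM with at least 500 cells counted in the well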
MT stabilize HCS = stabilizes microtubules in HeLa cells; 200,000 compounds, 0.83% hits; AID 2205; % tubulin-high responders, % at 10 µM; HeLa tubulin immunostaining HCS, 24 h; share of cells brighter than vehicle mean+2SD;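 active = plate Z-score above 3 for both tubulin-high and condensed-nucleus cell shares, with cell loss under 80%, at 10 µM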;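 note: anti alpha tubulin signal scored within the nucleus-defined area of each cell; some results filed as inactive read as strong as hits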
human PMI inhibition = MPI enzyme activity inhibition – biochemical, fluorescence intensity, coupled assay, primary screen (AID 1209) | one-dose inhibition, % at 20 µM; IC50 in µM for titrated hits | purified PMI enzyme, coupled fluorescence intensity; higher % means a stronger effect | 190,000 compounds, 0.42% hits; in the data active = inhibition above about 50%;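 note: plate controls were DMSO vehicle for no effect and wells lacking substrate for full effect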
Dynein cargo inh cytoplasmic EGFP = further read-out of Dynein cargo inh, marked with its call; z-score; measured here: cytoplasmic GR-EGFP intensity; active compounds read high
Dynein cargo inh nuclear GR-EGFP = second read-out of Dynein cargo inh, no call of its own (marks repeat the call); z-score; measured here: nuclear GR-EGFP intensity;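 lower value marks the stronger effect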
Dynein cargo inh cell count = further read-out of Dynein cargo inh, marked with its call; z-score; measured here: cell count per field
Ins promoter up cell count = also measured in Ins promoter up; calls as there; cell count; measured here: cytotoxicity, nuclei count;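 total cells summed across four imaged fields per well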
Lipid droplet cells 6.5 µM = second read-out of Lipid droplet, no call of its own (marks repeat the call); cell count; measured here: cell count, cytotoxicity flag;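 cells counted across two imaged fields per well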
b-catenin transl cell count 5 µM = further read-out of b-catenin transl, marked with its call; cell count; measured here: cell count, cytotoxicity flag
T cell HTS vesicle-bound % = recorded beside T cell HTS, whose call it bears; double positive events, %; measured here: CD8+ vesicle-bound cell fraction;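 binding gate set so that unloaded-vesicle control wells show 10% double positive cells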
MT stabilize HCS Hoechst-high % = second read-out of MT stabilize HCS, no call of its own (marks repeat the call); % Hoechst-high responders; measured here: nuclear condensation Hoechst responders;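 share of cells brighter than vehicle mean plus two SD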
MT stabilize HCS cytotoxicity % = recorded beside MT stabilize HCS, whose call it bears; toxicity, %; measured here: cytotoxicity by cell density;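 0% = mean cell density of plate MIN control wells and 100% = no cells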
Myeloid diff 2 GFP+ MAC1+ % = second read-out of Myeloid diff 2, no call of its own (marks repeat the call); GFP+ MAC1+ double positive, %; measured here: differentiation confirmed by MAC1 staining
Active calls of the source: *; i = inactive; · = no result given. Compounds were not picked by outcome; any-hit rate near 3%.

SMILES	b-catenin transl	b-catenin transl cell count 5 µM	Myeloid diff 2	Myeloid diff 2 GFP+ MAC1+ %	T cell HTS	T cell HTS vesicle-bound %	Dynein cargo inh	Dynein cargo inh cytoplasmic EGFP	Dynein cargo inh nuclear GR-EGFP	Dynein cargo inh cell count	TNAP activation fold	Lipid droplet	Lipid droplet cells 6.5 µM	Ins promoter up	Ins promoter up cell count	MT stabilize HCS	MT stabilize HCS Hoechst-high %	MT stabilize HCS cytotoxicity %	human PMI inhibition
CCO[C@H]1OC(C(=O)N2CCOCC2)=C[C@@H](c2cn(C(C)=O)c3ccccc23)[C@@H]1CCCO	-0.4	1103	i	1.8	i	46.3	-0.748	-0.296	-0.11	-0.177	1	8.5	717	0.27	1160	4.6	1.7	10.3	-5.4%
Cc1ccc(N(C(C)C(=O)O)S(=O)(=O)c2c(C)[nH]c(=O)[nH]c2=O)cc1 (stereo not drawn)	·	·	i	0.6	i	13.9	1.23	-0.074	0.93	-1.1	1.2	·	·	0.67	846	2.1	2.7	3.0	3.2%
COC(=O)c1sccc1S(=O)(=O)Nc1ccc(Cl)cc1	-0.2	1363	i	0.8	i	15.2	-1.45	0.0383	-0.544	0.587	·	-23.7	496	-1.09	1175	·	·	·	·
S=C(Nc1cccc2ccccc12)NC1CCCCC1	-3.7	1125	i	0.3	i	54.0	-0.674	-0.223	-0.972	0.64	1.1	-38.1	695	1.29	1351	0.7	0.5	7.4	0.3%
Cc1nn(-c2ccccc2)c(C)c1C(=O)OCC(N)=O	-2.3	1085	i	0.5	i	29.1	0.0628	-0.212	-0.0378	0.465	1.1	21.5	750	-0.02	1301	2.1	1.5	3.8	-9.6%
CC(C)c1ccccc1OCC(=O)NN1C(=O)c2ccccc2C1=O	-0.1	1491	i	0.4	i	50.1	-0.252	-0.26	-0.361	0.768	1.1	-15.9	570	·	·	1.4	2.2	8.0	11.5%
CCC(=O)N/N=C(\C)CC(=O)Nc1ccc(Cl)cc1	-2.1	612	i	0.5	i	38.7	0.696	-0.271	1.01	-0.196	1	1.6	795	0.56	1147	5.0	1.7	7.2	-3.7%
Cn1nnnc1SCc1csc(C2C(C#N)=C(N)OC3=C2C(=O)CCC3)c1 (stereo not drawn)	-0.8	1154	i	0.1	i	12.0	-0.665	-0.266	-0.151	0.676	1	15.9	671	0.68	1281	2.0	2.0	1.2	2.0%
O=S(=O)(c1ccc(C2CCCCC2)cc1)N1CCOCC1	0.6	497	i	0.8	i	38.9	0.66	-0.102	1.71	-1.3	1	-0.5	707	-0.19	1026	4.4	2.1	5.7	4.2%
CCCCC(=O)Nc1nn(C)c2nc3c(C)cccc3cc12	-0.4	784	i	1.8	i	13.5	-0.238	-0.156	0.155	0.782	1.2	·	·	0.42	978	3.0	2.7	7.9	-2.7%
Cc1cc(N/N=C/c2ccccc2)nc(N2CCOCC2)n1	0.0	1377	i	0.3	i	17.6	-0.798	-0.274	-0.438	0.685	·	4.5	730	-0.03	1150	·	·	·	·
O=C(CCCC(=O)N(CC(=O)NC1CCCCC1)CC1CCCO1)Nc1ccccn1 (stereo not drawn)	0.2	1211	i	1.2	i	12.5	-0.152	-0.101	0.384	-0.35	1.1	1.0	711	-1.64	983	2.7	1.7	2.4	-2.5%
Cc1ccc(/C=N\Nc2nc3ccc(Cl)cc3[nH]2)o1	2.0	1397	i	0.6	i	50.5	-0.491	-0.156	-0.445	-0.211	1	·	·	-0.93	1189	5.0	2.5	1.9	6.2%
CN(C)c1ccc(NC(=S)NC(=O)/C=C/c2ccco2)cc1	-1.7	1113	i	0.3	i	20.6	-0.229	-0.33	-0.0692	0.364	0.9	4.2	724	-0.57	1185	2.5	2.7	8.6	-5.3%
O=c1c2c3c(sc2ncn1/N=C/c1ccncc1)CCCC3	-3.4	1045	i	0.3	i	31.7	0.073	-0.318	0.248	0.13	1.1	8.8	610	0.24	1203	4.4	2.4	3.4	-3.0%
CCSc1nnc(NC(=O)[C@H](C)N2C(=O)C3CC=CCC3C2=O)s1 (stereo partly drawn)	-0.4	1065	i	0.2	i	8.0	0.589	-0.32	0.712	-0.811	1.1	4.7	694	0.1	1173	2.7	2.5	1.3	4.0%
CCCn1c(O)c(N=Nc2ccc3ccccc3n2)c2ccccc21	-1.0	964	i	0.3	i	48.5	-1.49	0.452	-0.923	-3.23	0.9	6.2	680	-0.19	1264	3.8	3.1	8.6	-0.7%
COC(=O)c1cc(C(=O)c2ccc(C(C)(C)C)cc2)c[nH]1	3.6	1546	i	0.2	i	31.0	0.45	-0.273	0.368	0.152	1	-0.9	714	-0.23	1353	2.1	1.7	4.2	9.4%
COc1ccc(NC(=S)NCCN2CCOCC2)c(OC)c1	·	·	i	0.7	i	37.2	0.956	-0.194	1.16	0.689	·	·	·	·	·	2.7	1.5	7.2	·
C1CCCC(NC2=NCCO2)CCC1	-0.4	1281	i	0.2	i	51.8	-0.624	-0.243	-0.406	-0.0864	·	2.5	728	1.08	919	·	·	·	·
O=C(/C=C/c1cccs1)NC1CCS(=O)(=O)C1 (stereo not drawn)	0.0	1069	i	0.1	i	45.5	-0.634	-0.346	-0.124	1.31	1.1	4.6	760	-0.03	1505	1.7	0.8	6.5	24.3%
OC(COC(c1ccccc1)c1ccccc1)CN1CCN(c2ccccn2)CC1 (stereo not drawn)	-0.6	570	i	0.4	i	16.6	-0.559	-0.3	-0.517	0.354	1	-30.3	663	0.46	1287	2.1	3.4	2.4	0.7%
CC1CCCC(C)N1C(=O)CN1C(=O)C(C)(C)Oc2ccc(C(=O)NC3CCCCC3)cc21 (stereo not drawn)	0.2	1052	i	2.3	i	23.3	-0.867	-0.219	-0.508	1.14	1.1	-10.2	633	-0.54	1519	1.2	1.8	7.0	13.3%
O=C(COc1cccc(C(F)(F)F)c1)N1CCN(c2ccccc2O)CC1	0.2	1110	i	0.4	i	59.6	-0.058	-0.297	0.0907	0.721	1.1	-3.3	755	-0.08	1164	4.1	2.1	3.5	-13.7%
CCOC(=O)C1CCN(C(=O)c2ccc3c(c2)OCO3)CC1	-1.7	864	i	0.5	i	11.9	-0.481	-0.243	-0.192	-0.798	1.1	·	·	0.26	1165	4.2	2.7	6.2	2.6%
COc1ccc2oc(=O)c(C(=O)Oc3ccc(NC(C)=O)cc3)cc2c1	0.3	1372	i	13.7	i	59.7	0.358	-0.207	0.745	0.0891	1.1	·	·	-0.06	1508	3.2	1.9	5.5	-27.7%
Cc1ccc(-c2nc(N)n(S(C)(=O)=O)n2)cc1	·	·	i	0.7	i	33.2	-0.198	-0.264	-0.0908	0.352	1	7.1	764	0.58	1202	2.2	1.8	1.5	-0.7%
Cc1ccc(OC/C(O)=C(\C#N)c2nc3ccccc3s2)cc1	·	·	i	0.2	i	57.3	-0.209	-0.271	-0.377	-0.45	1.1	-5.3	727	0.48	982	2.9	2.3	6.7	-5.3%
Cc1cc(C)c(C(=O)Nc2ccc(C)c(C)c2)c(CC(C)(C)C(=O)O)c1	-0.5	1135	i	0.3	i	25.5	-0.772	-0.233	-0.338	0.506	·	-2.0	728	0.12	1432	·	·	·	·
CNC(=O)CSc1nnc(SCCC(=O)O)s1	-0.1	943	i	1.0	i	72.1	-0.268	-0.243	-0.448	0.0581	1.2	0.4	597	·	·	0.8	3.2	3.8	3.6%
COc1ccc(-c2csc(/N=C/N(C)C)n2)cc1OC	-3.2	1124	i	0.2	i	34.4	-0.461	-0.0149	0.187	0.184	1.2	-9.9	634	0.7	1291	6.1	3.5	5.8	-5.7%
CCCc1c(O)nc(SC2CC(=O)N(c3ccc(OC)cc3)C2=O)[nH]c1=O (stereo not drawn)	1.1	1366	i	0.2	i	25.8	-1.03	-0.248	-0.467	0.874	·	2.9	707	-0.3	1089	·	·	·	·
CCCN1C2CCCC1CC(NC(=S)Nc1cc(C)cc(C)c1)C2 (stereo not drawn)	-2.8	1040	i	0.4	i	46.7	-0.087	-0.179	0.592	-0.471	1.2	0.5	704	-0.18	1461	4.2	1.1	9.3	7.1%
CC(C)Oc1cccc(C(=O)C2CCCN(C(=O)c3csnn3)C2)c1 (stereo not drawn)	-0.9	1536	i	0.2	i	66.2	-0.918	-0.173	-0.524	-0.106	1	-17.4	583	0.13	1142	1.8	2.7	4.2	·
Nc1nc(SCC(=O)NCCCN2CCOCC2)nc2sc3c(c12)CCC3	2.8	1383	i	1.1	i	7.9	-0.47	-0.233	0.0621	0.506	1.1	·	·	-0.67	1218	2.5	3.3	9.9	-9.1%
